Bioassay records (PubChem BioAssay)
RXFP1 agonist – activates the human relaxin receptor RXFP1; AID 2676; 0.3% of 370,000 active; Q9HBX9; Potency, µM (series often up to 57.5 µM), inactives show top-dose activation, hits mostly activators; HEK293T-RXFP1 cAMP TR-FRET, 30 min; response scale: percent of porcine relaxin response, buffer zero; also: potency is read from the fitted curve at half-maximal effect; % is scaled to controls: 0 for no effect and ±100 for the full control effect; nearly all actives have a fitted effect of over 60% in size; many of its hits are not listed in these tables
Target sequence (Q9HBX9 whole entry, looked up): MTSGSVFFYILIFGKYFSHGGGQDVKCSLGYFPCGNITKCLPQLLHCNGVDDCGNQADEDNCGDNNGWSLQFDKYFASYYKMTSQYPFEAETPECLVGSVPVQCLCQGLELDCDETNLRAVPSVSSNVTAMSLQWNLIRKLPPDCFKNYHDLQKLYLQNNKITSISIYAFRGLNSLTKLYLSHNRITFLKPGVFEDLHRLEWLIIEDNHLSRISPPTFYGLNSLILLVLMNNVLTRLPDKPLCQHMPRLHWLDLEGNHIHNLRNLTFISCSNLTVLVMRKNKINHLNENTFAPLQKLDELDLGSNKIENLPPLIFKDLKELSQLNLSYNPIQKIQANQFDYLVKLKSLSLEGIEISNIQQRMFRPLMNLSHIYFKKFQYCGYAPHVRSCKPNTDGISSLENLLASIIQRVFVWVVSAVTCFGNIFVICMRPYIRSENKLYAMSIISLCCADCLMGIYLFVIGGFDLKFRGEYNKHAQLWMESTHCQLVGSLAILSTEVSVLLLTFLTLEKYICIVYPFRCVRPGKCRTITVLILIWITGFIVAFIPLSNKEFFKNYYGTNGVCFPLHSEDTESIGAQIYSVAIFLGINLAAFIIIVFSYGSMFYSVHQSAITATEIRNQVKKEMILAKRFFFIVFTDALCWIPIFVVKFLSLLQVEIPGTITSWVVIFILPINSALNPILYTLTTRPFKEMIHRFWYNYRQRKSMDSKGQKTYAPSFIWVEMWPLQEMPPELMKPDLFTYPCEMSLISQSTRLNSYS
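cAMP rise read by TR-FRET after 30 min, 37C compound exposure (up to 58 uM) in RXFP1-transfected HEK293 cells with Ro 20174 present. EC50 from Hill-equation fits, with 29 nM porcine relaxin as 100% and buffer as basal.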
PI4K2A inh – blocks human PI4K2A kinase activity; 0.13% of 420,000 active; activity change, negative = inhibition, % at 76.9 µM; Q9BTU6; purified PI4K2A, ADP-Glo luminescence, 1 h; hits give low values; in the data active = activity change below about -50%; inconclusive = mostly about -30% to -49%;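 also: -100% = wells without enzyme as full effect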
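In this quantitative HTS, ADP production by PI4K2A was quantified luminescently after 1 h at ambient temperature; 100 microM adenosine served as plate-quality control.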
Glioma ERSR ind – inducers of ER stress response in human glioma cells; AID 602332; Potency, µM, inactives show at the top dose activation, hits mostly activators; 0.02% of 420,000 active; U87-MG GRP78 promoter luciferase reporter, 16 h; also: potency is read from the fitted curve at half-maximal effect; series mostly up to about 76 µM; % of control where 0% means no effect; nearly all actives have a fitted effect of over 35% in size
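Stably transfected U87-MG human glioma cells carrying a GRP78-based luminescent sensor were seeded at 1000 cells/well, pin-dosed with compounds and incubated 16 h. Luciferase reagent was then added, and end-point luminescence was read after 10 min at room temperature.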
Vif-A3F inh – Vif-A3F binding inhibition | HeLa A3F-eYFP + Vif (tagged APOBEC3F with the HIV-1 protein that degrades it), YFP fluorescence increase | Potency, µM (doses to about 46.1 µM), for the others: at the highest dose activity, negative = active | 0.2% of 390,000 active | AID 602313; also: potency is read from the fitted curve at half-maximal effect; % of control where 0% means no effect; nearly all actives have a fitted effect of over 65% in size
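HeLa cells stably expressing A3F-eYFP plus Vif, plated and incubated overnight at 37 deg C, then exposed to compounds overnight at 37 deg C. Blocked degradation read as raised yellow fluorescence (Ex 488/Em 500-530).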
USP1 inh – blocks the human USP1/UAF1 deubiquitinase complex | recombinant USP1/UAF1, Ub-Rhodamine cleavage fluorescence | 0.23% of 390,000 active | Potency, µM (highest dose often 57.1 µM), for inactives: at the top dose activity change, negative = inhibition, most hits filed as inhibitors | AID 743255; also: potency is read from the fitted curve at half-maximal effect; % is scaled to controls: 0 for no effect and ±100 for the full control effect; nearly all actives have a fitted effect of over 60% in size; inactives centre near -12
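USP1/UAF1 complex at 1 nM was preincubated with compound for 15 min at room temperature, then Ub-Rho substrate (150nM final) was added. Fluorescence (480/540 nm) was read kinetically, 6 reads every 60 seconds.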
Vif-APOBEC3G blk – Vif-A3G binding inhibition | Q9HC16 | 0.076% of 410,000 active | AID 602310 | HeLa A3G-eYFP + Vif (tagged APOBEC3G with the HIV-1 protein that degrades it), YFP fluorescence, overnight | Potency, µM (doses to about 46.1 µM), for inactives: at the top dose activity, negative = active, hits mostly inhibitors;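 also: potency is read from the fitted curve at half-maximal effect; % is scaled to controls: 0 for no effect and ±100 for the full control effect; nearly all actives have a fitted effect of over 60% in size; hits raise eYFP signal because A3G escapes Vif-driven loss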
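HeLa cells stably expressing Vif and C-terminally eYFP-tagged A3G, seeded overnight at 37 deg C, then exposed to compound by pintool overnight at 37 deg C. Rise in yellow fluorescence (Ex 488/Em 500-530, Acumen) marks blocked Vif-driven A3G degradation.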
LDHA block – LDHA (human) enzyme inhibition; P00338; purified LDHA, NADH/diaphorase-resazurin fluorescence; hits give low values; activity change, % (values are at about 110 or 230 µM); 0.15% of 480,000 active; AID 1347041; in the data active = activity change below about -30%; inconclusive = mostly about -25% to -30%;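 also: plate controls were DMSO wells for no effect and wells without enzyme for full effect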
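Remaining NADH was detected by diaphorase (0.133 mg/mL) converting 37 µM resazurin to fluorescent resorufin, read at 0 and 20 minutes. The preceding 5-minute room-temperature reaction used 2 nM LDHA, 0.2 mM sodium pyruvate and 0.06 mM NADH at pH 7.4.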
TrxR1 substrate – rat thioredoxin reductase 1 substrate activity | O89049 | purified TrxR1 substrate turnover, NADPH consumption readout | Potency, µM (top dose mostly 114 µM), inactives show at the highest dose activity change, negative = substrate turnover | 0.01% of 390,000 active; also: potency is read from the fitted curve at half-maximal effect; % is scaled to controls: 0 for no effect and ±100 for the full control effect; nearly all actives have a fitted effect of over 50% in size
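Rat TrxR1, dispensed at 90 nM, was prereduced with 400 uM NADPH (final) for 5 min at ~22 deg C, then incubated with compound 15 min before 400 uM selenite. A first-read NADPH fluorescence drop versus no-compound background flagged substrates.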
mIDH1 inhibitor – inhibitors of human mutant IDH1 R132H. IDH1-R132H enzyme, NADPH consumption, diaphorase/resazurin fluorescence. O75874. Potency, µM (doses to about 76.6 µM), without a hit: at the highest dose activity change, negative = inhibition, most hits filed as inhibitors. 0.093% of 390,000 active; also: potency is read from the fitted curve at half-maximal effect; % is scaled to controls: 0 for no effect and ±100 for the full control effect; nearly all actives have a fitted effect of over 65% in size
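IDH1-R132H (0.5 ug/mL) preincubated 30 min with compound, then NADPH (0.016 mM) and alpha-KG (2 mM) added; 80 min at RT, pH 7.5. Remaining NADPH coupled via diaphorase/resazurin to fluorescence (540/590 nm); concentration-response curves normalized to no-enzyme control.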
* hit, by the source's call; ? = inconclusive; nt = no result given; & = joins results of further samples; [ ] = another dose, or the depositor's remark. Unless noted, calls follow the shape of the dose curve; as a rule, active = well fitted curve in the direction sought with a large enough effect; inconclusive = small, poorly fitted or top-dose-only effect, or another doubt; inactive = no such curve, though single readings can be large; an effect the other way counts as inactive or inconclusive. This is a subset. The share of hits here may be higher or lower than overall.

SMILES	RXFP1 agonist	PI4K2A inh	Glioma ERSR ind	Vif-A3F inh	USP1 inh	Vif-APOBEC3G blk	LDHA block	TrxR1 substrate	mIDH1 inhibitor
CN(C(=O)CSc1nnc(Nc2ccccc2)s1)c1c(N)n(Cc2ccccc2)c(=O)[nH]c1=O	1.9%	2	-3%	0%	-16%	1%	-5	10%[57.1 µM]	1%
CC(=O)Nc1ccc2c(c1)C(=O)c1ccc(Cl)cc1-2	nt	-14	-1%	2%	-9%	0%	2	-7%[57.1 µM]	7%
CC(C)Oc1ccc(C(=O)Nc2nonc2-c2ccc(OC(C)C)cc2)cc1	-3.0%	2	-4%	2%	-5%	0%	-3	-2%	0%
CN1/C(=C\C(=O)c2cccs2)C(C)(C)c2ccccc21	4.2%	4	-4%	-2%	-8%	-9%	-3	5%	6%
CCn1c(COc2cccc(C)c2)nnc1SCC(=O)N1CCCC1	0.5%	1	-5%	0%	-16%	2%	-6	10%	3%
COc1cc([N+](=O)[O-])ccc1NC(=O)Nc1cnccn1	0.2%	-2	-4%	0%	-13%	7%	1	-1%	9%
Cc1ccc(NC(=O)CN2C(=O)c3ccccc3Sc3ccc(C(=O)N4CCOCC4)cc32)c(Cl)c1	0.5%	-2	-1%	2%	-7%	1%	2	1%[57.1 µM]	11%
Cc1c(NC(=O)Nc2ccc(Cl)c(Cl)c2)c(=O)n(-c2ccccc2)n1C	1.6%	1	1%	-6%	-22%	3%	-2	-9%	0%
O=C(CP(=O)(c1ccccc1)c1ccccc1)Nc1cccc(CP(=O)(c2ccccc2)c2ccccc2)c1	0.7%	-2	-2%	8%	7%	-9%	-2	5%[57.1 µM]	-2%
COc1ccccc1N1CCN(S(=O)(=O)c2cn(C)nc2C)CC1	0.2%	-2	-4%	-3%	-4%	-6%	-5	3%	6%
O=NN(Cc1cccnc1)Cc1cccnc1	nt	1	-3%	nt	nt	1%	-6	nt	nt
CCOC(=O)c1sc2ccccc2c1S(=O)(=O)Nc1cc(OC)ccc1OC	0.6%	1	-3%	1%	?	-3%	5	4%[57.1 µM]	12%
O=C(O)c1ccccc1CSc1nnnn1-c1ccccc1	1.4%	3	-3%	10%	-19%	2%	-13	1%	-5%
O=C(Cc1ccc([N+](=O)[O-])cc1)NCc1ccc2c(c1)OCO2	1.2%	3	-3%	-11%	-8%	0%	-3	-9%	-2%
O=[N+]([O-])c1ccc(N2CCOCC2)cc1N1CCCCC1	0.5%	3	3%	3%	?	1%	-2	-12%	1%
COC(=O)c1c(-c2cccs2)csc1NC(=O)COc1ccc(C(C)C)cc1	11%	-3	nt	nt	-25%	nt	-2	4%	nt
N#Cc1ccc(OCC(=O)N2CCN(S(=O)(=O)c3cccs3)CC2)cc1	1.8%	1	-4%	4%	-15%	1%	0	0%	9%
CCC(=O)Oc1ccc(C(=O)Nc2ccc([N+](=O)[O-])cc2)cc1	0.6%	6	6%	-4%	-25%	0%	-1	-9%[57.1 µM]	9%
Cc1cc(-c2nnc(CCC(=O)NCc3ccc(F)c(F)c3)o2)no1	0.2%	-2	2%	18%	-18%	-2%	-1	1%[11.4 µM]	-1%
Nc1ccc2nc(NC(=O)C3CCCCC3)sc2c1	1.1%	3	4%	-27%	-22%	?	-2	1%	0%
CC(C)(C)c1ccc(-c2nc(C#N)c(NCc3cccnc3)o2)cc1	0.7%	-1	6%	-6%	-16%	2%	1	23%	2%
CC(=O)Nc1ccc(NC(=O)CCSCCc2ccccn2)cc1	-0.3%&0.4%	-8&0	2%&-2%	8%&4%	-2%&-2%	-3%&2%	-1&4	7%	-1%&0%
O=C(NCc1cccc(Cl)c1)c1cnccn1	-0.4%	0	-3%	-3%	-16%	2%	2	7%	2%
CCOc1ccc(CCNC(=O)C2CCN(c3nnc(-n4cccc4)s3)CC2)cc1OCC	1.7%	-7	-2%	-15%	-5%	-2%	-8	-2%	-8%

Continued; it opens with the 2 that closed the last part.
SMILES	RXFP1 agonist	PI4K2A inh	Glioma ERSR ind	Vif-A3F inh	USP1 inh	Vif-APOBEC3G blk	LDHA block	TrxR1 substrate	mIDH1 inhibitor
O=C(NCc1cccc(Cl)c1)c1cnccn1	-0.4%	0	-3%	-3%	-16%	2%	2	7%	2%
CCOc1ccc(CCNC(=O)C2CCN(c3nnc(-n4cccc4)s3)CC2)cc1OCC	1.7%	-7	-2%	-15%	-5%	-2%	-8	-2%	-8%
NC(=O)c1ccc(C(=O)N/N=C(/Cc2ccccc2)c2ccccc2)cc1	0.2%	-1	2%	5%	-16%	0%	0	-3%	9%
O=C1CC2(CCN(C(=O)c3ccc(F)cc3)CC2)Oc2ccccc21	0.2%	3	-3%	9%	-19%	-3%	-10	24%	-8%
CC(=O)NC(c1ccc(F)c(F)c1)c1nc(-c2cccc(F)c2)cs1 (configuration not stated)	nt	4	0%	nt	nt	-5%	-6	nt	nt
CC1CN(C(=O)c2cccc(S(=O)(=O)N3CCOCC3)c2)CC(C)O1 (configuration not stated)	-1.4%	-4	-3%	-14%	?	-6%	-2	6%	-8%
Cc1onc(-c2c(Cl)cccc2Cl)c1C(=O)Nc1nccs1	-1.1%	-13	0%	3%	-11%	0%	-4	4%	-9%
CCOC(=O)C1(CCOC)CCN(C(=O)c2ccc(CSC)o2)CC1	-2.6%	4	-2%	1%	-16%	0%	-16	-6%	-10%
CN(C)CCN(C(=O)c1ccc(S(=O)(=O)N2CCCC2)cc1)c1nc2ccc(Br)cc2s1	-2.4%	-4	-2%	0%	-13%	0%	-3	4%	19%
O=c1c(N2CCOCC2)coc2ccccc12	-0.2%	-5	0%	0%	-16%	1%	1	5%	9%
CC(C)(C)OC(=O)C[C@H]1C/C=C\C[C@H](CC(=O)NCCO)C(=O)NC[C@H](c2ccccc2)OC1=O	nt	-1	-3%	1%	-13%	5%	-11	-1%	-6%
O=C(c1c(F)cccc1F)N(C1CCCCC1)C1CCCCC1	0.5%	-1	-1%	-21%	-16%	0%	2	-11%	-2%
COc1ccc(NC(=O)c2c(F)cccc2Cl)cc1S(=O)(=O)N1CCOCC1	nt	-1	-5%	6%	-17%	2%	-2	10%[57.1 µM]	0%
O=C(Nc1cccc(Cl)c1)c1cc(-c2ccc3c(c2)OCCO3)on1	0.7%	-12	-6%	-9%	?	-2%	-5	-6%	-9%

Some entries already given, reduced to RXFP1 agonist and TrxR1 substrate.
molecule	RXFP1 agonist	TrxR1 substrate
Cc1onc(-c2c(Cl)cccc2Cl)c1C(=O)Nc1nccs1	-1.1%	4%
CCOC(=O)C1(CCOC)CCN(C(=O)c2ccc(CSC)o2)CC1	-2.6%	-6%
CN(C)CCN(C(=O)c1ccc(S(=O)(=O)N2CCCC2)cc1)c1nc2ccc(Br)cc2s1	-2.4%	4%
O=c1c(N2CCOCC2)coc2ccccc12	-0.2%	5%
CC(C)(C)OC(=O)C[C@H]1C/C=C\C[C@H](CC(=O)NCCO)C(=O)NC[C@H](c2ccccc2)OC1=O	nt	-1%

Next part
SMILES	RXFP1 agonist	PI4K2A inh	Glioma ERSR ind	Vif-A3F inh	USP1 inh	Vif-APOBEC3G blk	LDHA block	TrxR1 substrate	mIDH1 inhibitor
Cc1ccccc1NC(=O)COC(=O)c1ccc(CSc2ccc(Cl)cc2)cc1	3.6%	-2	2%	-3%	-13%	3%	5	7%[57.1 µM]	4%
CCOC(=O)CN1C(=O)S/C(=C/c2cccc([N+](=O)[O-])c2O)C1=O	-1.7%	-13	-2%	-7%	-5%	4%	-4	4%[57.1 µM]	0%
C/C(=N\NC(=O)c1ccoc1C)c1ccc(Br)s1	1.1%	3	2%	3%	-18%	1%	-2	2%	18%
COc1ccccc1NC(=O)N1CCN(c2cc(-c3ccccc3)nc3ncnn23)CC1	1.2%	0	-2%	1%	-3%	0%	-1	4%[57.1 µM]	-2%
CCN(CC(=O)NCc1ccc(Cl)cc1)C(=O)c1c(C)noc1C	-0.2%	-2	-1%	0%	2%	1%	-2	6%	6%
COc1ccc(CNC(=O)c2c3c(nc4ccccc24)C(=O)N(C2CCCCC2)C3)cc1	1.6%	-1	-1%	-9%	-18%	-9%	1	-3%[57.1 µM]	-19%
CCN1C(=O)/C(=C2/C=CC=CN2C)OC1=S	0.1%	0	1%	-21%	-15%	-1%	-3	-9%	0%
COc1ccc(CCNC(=O)CC2SC(=Nc3cc(C)cc(C)c3)NC2=O)cc1OC (configuration not stated)	0.7%	3	-2%	-18%	-21%	-7%	-2	-1%	1%
COC(=O)c1ccc(OCC2c3cc(OC)c(OC)cc3CCN2C(=O)c2ccccc2F)cc1 (configuration not stated)	1.5%	-1	3%	4%	-28%	-3%	-3	4%[57.1 µM]	5%
C[C@H](CO)N1C[C@H](C)[C@@H](CN(C)C(=O)Nc2ccc(C(F)(F)F)cc2)Oc2ccc(NC(=O)C3CC3)cc2C1=O	nt	-5	-4%	-8%	-26%	4%	7	4%	13%

As entered above.
RXFP1 agonist result of C/C(=N\NC(=O)c1ccoc1C)c1ccc(Br)s1 → 1.1%
mIDH1 inhibitor result of COC(=O)c1ccc(OCC2c3cc(OC)c(OC)cc3CCN2C(=O)c2ccccc2F)cc1 (configuration not stated) → 5%
